NPR2 activator = GC-B (human) receptor activation | P20594 | HEK293-GC-B cells, CNP EC30, cGMP TR-FRET; 0% at EC30 CNP, 100% saturating CNP | activation, % at 10 µM | actives 0.11% (n = 370,000);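 active = activation at 10 µM reaching about 35% in either raw or pattern-adjusted values, limit read from the data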
GC-A act = GC-A (human) enzyme activation; P16066; activation, % at 10 µM; HEK293 GC-A cells, cGMP TR-FRET, EC30 ANP; 0% at EC30 ANP, 100% saturating ANP; actives 0.14% (n = 370,000); in the data active = activation above about 40%
SIAE primary = blocks human sialic acid acetylesterase; Q9HAT2; SIAE FP-Rh probe binding, fluorescence polarization; inhibition, % at 9.66 µM; actives 0.69% (n = 370,000); AID 1053197;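 active = inhibition above a cutoff: mean of compounds within the control limits plus 3 SD of those, cut at about 17% in these data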;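 also: 0% = plate median of compound wells and 100% = probe without SIAE protein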
ABHD4 inh = ABHD4 (mouse) inhibition, primary FP screen; inhibition, % at 8.92 µM; AID 720543; purified mABHD4, FP-Rh probe fluorescence polarization; actives 0.54% (n = 370,000);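 active = inhibition exceeding the mean over every tested compound plus 3 SD, cut at about 30% in these data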;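 also: 0% = plate median of compound wells and 100% = S159A mutant with DMSO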
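system = mouse ABHD4 enzyme, wild type | medium = HEPES pH 7.0, NaCl, Pluronic buffer | also added = FP-Rh probe | incubation = Enzyme–compound pre-incubation 45 min, then probe 60 min, both 25 °C | technique = fluorescence polarization, excitation 525 nm, emission 598 nm, BODIPY TMR filters | controls = S159A mutant high control, sample median low control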
UHRF1 MBD2 ctr = UHRF1 methyl-DNA binding inhibition. inhibition, % at 4.4 µM. UHRF1 binding to methylated oligo, TR-FRET. actives 0.75% (n = 370,000). Q96T88; in the data active = inhibition above about 21%;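 also: UHRF1 SRA domain binding a hemimethylated CpG hairpin DNA probe; 0% = median of test compound wells and 100% = reference inhibitor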
TCR CD3 inh = blocks the human TCR-CD3 interaction; AID 651800; TAMRA-labeled TCR probe fluorescence, biochemical; inhibition, % at 9.4 µM; actives 0.37% (n = 360,000); in the data active = inhibition above about 19%;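 also: recombinant mutant TCR 2C K166C tagged with TAMRA read by polarization; 0% = receptor in buffer alone and 100% = receptor with positive control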
HTRA1 inh = blocks human HTRA1 serine peptidase. Q92743. recombinant HTRA1, FP-rhodamine activity-based probe, fluorescence polarization. inhibition, % at 5.96 µM. actives 0.5% (n = 340,000); in the data active = inhibition above about 36%;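 also: 0% = enzyme with DMSO and 100% = wells lacking enzyme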
Target sequence (Q92743 whole entry, looked up): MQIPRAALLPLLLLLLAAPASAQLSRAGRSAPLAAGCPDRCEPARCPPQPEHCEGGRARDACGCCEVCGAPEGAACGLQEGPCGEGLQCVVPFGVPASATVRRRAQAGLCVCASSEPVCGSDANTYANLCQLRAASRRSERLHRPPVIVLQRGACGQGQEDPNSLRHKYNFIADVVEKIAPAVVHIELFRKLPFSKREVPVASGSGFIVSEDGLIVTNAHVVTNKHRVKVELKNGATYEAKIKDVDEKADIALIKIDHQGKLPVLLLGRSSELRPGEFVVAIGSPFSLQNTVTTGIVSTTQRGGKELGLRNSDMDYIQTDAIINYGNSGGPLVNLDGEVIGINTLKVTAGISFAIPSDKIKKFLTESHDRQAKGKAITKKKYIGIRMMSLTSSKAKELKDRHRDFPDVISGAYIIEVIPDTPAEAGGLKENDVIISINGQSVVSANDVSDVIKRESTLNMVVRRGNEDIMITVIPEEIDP
rCAG RNA binder = molecules binding r(CAG) RNA repeats; AID 651821; r(CAG) RNA repeat, TO-PRO-1 dye displacement fluorescence; actives 1.3% (n = 370,000); inhibition, % at 3 µM;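 active = inhibition above the plate cutoff, the mean of all test compounds on that plate plus 3 SD, cut at about 35% in these data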;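 also: 0% = DMSO alone and 100% = 100 µM mitoxantrone as full dye displacement; higher means more dye released from RNA so lower well fluorescence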
PRMT1 inh = PRMT1 (human) inhibition, primary screen. recombinant PRMT1, activity-based probe fluorescence polarization. Q99873. inhibition, % at 2.79 µM. actives 1.3% (n = 370,000). AID 652257;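 active = inhibition above about 21% made by adding two undisclosed values, limit read from the data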
MBD2 inh = blocks human MBD2 binding to methylated DNA | actives 0.31% (n = 370,000) | Q9UBB5 | inhibition, % at 4.4 µM | TR-FRET, MBD2 binding to methylated oligonucleotide; in the data active = inhibition above about 13%
Active calls of the source: *; . = no result given.

| compound | NPR2 activator | GC-A act | SIAE primary | ABHD4 inh | UHRF1 MBD2 ctr | TCR CD3 inh | HTRA1 inh | rCAG RNA binder | PRMT1 inh | MBD2 inh |
| --- | --- | --- | --- | --- | --- | --- | --- | --- | --- | --- |
| CC1Cc2ccccc2N1C(=O)CSc1nnnn1C(C)C (stereo unspecified) | -5 | 2 | -6 | -8 | 3 | -9 | 7 | -1 | 2 | 3 |
| COC(=O)[C@H]1C[C@H](OC(=O)NCc2ccc(OC)c(OC)c2)[C@@]2(O)CN(S(=O)(=O)c3ccc(C)cc3)CC2[C@H]1C(=O)OC (stereo partly specified) | 4 | 2 | 10 | 1 | -3 | 1 | 3 | -1 | -1 | 0 |
| CN1C(=O)N(CC(=O)N2CCN(S(=O)(=O)c3ccc4c(c3)CCC4)CC2)C(=O)C12CCCCC2 | -3 | 2 | 10 | -2 | 2 | 7 | 4 | 2 | -4 | -4 |
| CC(=O)NS(=O)(=O)c1ccc(NC(=O)c2ccc3c(c2)C(=O)N(CCC(C)C)C3=O)cc1 | 3 | 3 | -34 | -43 | -1 | -2 | -62 | 58* | 0 | -6 |
| CC(C)C1Cc2c(sc3c2c(=O)n(Cc2ccccc2)c2nncn32)CO1 (stereo unspecified) | 8 | 5 | -3 | -1 | 0 | -5 | -2 | 2 | -1 | 0 |
| COc1ccc(C(=O)NNS(=O)(=O)c2ccc(OC)cc2)cc1 | 0 | 2 | 2 | 0 | 3 | -11 | 7 | 1 | -2 | 3 |
| Cc1cc(Nc2cccc(Cl)c2)nc(NCc2ccccc2)n1 | -1 | -7 | 24* | 19 | -2 | 0 | -29 | 3 | -1 | 2 |
| COc1ccc(Cl)cc1C(=O)Nc1nc2ccccc2[nH]1 | -2 | 12 | -5 | -5 | -4 | 4 | -17 | 6 | 4 | -4 |
| Cc1ccc(C(=O)NC2CCN(C(=O)NCc3ccccc3)CC2)cc1 | 1 | -4 | -5 | -8 | 1 | -4 | 2 | -1 | -4 | -4 |
| O=C(c1ccc2oc(Cc3ccc(Cl)cc3)nc2c1)N1CC[C@H](O)C1 | 3 | 2 | 0 | -2 | -4 | 5 | -3 | 0 | 0 | 4 |
| O=C(NCCc1ccccc1)/C(=C\c1cccc([N+](=O)[O-])c1)NC(=O)c1ccco1 | 1 | -1 | 4 | -1 | 1 | -7 | 1 | -1 | 2 | 4 |
| Cc1ccc(-n2ncc3c(N4CCCC4)ncnc32)c(C)c1 | -1 | 0 | -1 | 3 | 4 | 3 | -2 | -4 | -1 | 2 |
| CC(C)COC(=O)OCN1C(=O)CN(CCN2CC(=O)N(COC(=O)OCC(C)C)C(=O)C2)CC1=O | -2 | 7 | -3 | 7 | -1 | 3 | -4 | -1 | -4 | 5 |
| COc1ccc(NC(=O)CCCC2CCCCC2)cc1S(=O)(=O)N1CCCCC1 | 2 | -3 | -5 | -2 | 5 | -7 | -7 | 8 | 0 | 4 |
| Cc1cnc(C(=O)OC(C)C(=O)Nc2ccccc2-c2ccccc2)cn1 (stereo unspecified) | -2 | 2 | 0 | 3 | 1 | 3 | -9 | -5 | -2 | -2 |
| COc1cccc(-c2nnc(NC(=O)C3CCCCC3)o2)c1 | -7 | -2 | 11 | 1 | -3 | 0 | -3 | 1 | -5 | 0 |
| c1ccc(CCSc2nnc(-c3cccnc3)n2Cc2ccccc2)cc1 | 9 | -2 | -1 | 3 | 2 | . | . | 0 | -2 | -2 |
| O=C(CSc1nc2ccccc2[nH]1)c1ccc(Cl)s1 | -5 | -4 | 3 | -11 | -2 | 1 | -16 | 14 | 0 | -5 |
| CC(C)(C)NC(=O)c1ccccc1-c1nc2ccccc2s1 | -2 | -1 | -4 | 6 | 0 | 2 | 1 | 1 | 24* | 2 |
| Cc1ccc(S(=O)(=O)c2nc(S(C)(=O)=O)sc2N2CC(C)OC(C)C2)cc1 (stereo unspecified) | -4 | 0 | 12 | 5 | -1 | 1 | 4 | -4 | -1 | 2 |
| COc1c2c(c(CCC(=O)O)c3c1C=CC(C)(C)O3)OC(C)(C)C=C2 | 2 | -2 | 6 | 5 | 4 | 9 | -4 | 11 | 0 | 2 |
| COc1ccc2c(c1)c(C(=O)N/N=C/c1ccc(OC)c(OC)c1)c(C)n2C | 3 | -6 | -6 | 1 | 4 | 4 | -9 | -1 | -1 | -4 |
| COc1ccc2[nH]c(C)c(CCNC(=S)Nc3ccccc3OC)c2c1 | -10 | -4 | 4 | -3 | -1 | 3 | 2 | 3 | -6 | -3 |
| O=C(NCCc1ccccc1)OCc1cn(Cc2c(F)cccc2F)nn1 | 0 | 3 | -1 | 3 | 2 | . | . | 2 | 1 | -1 |

Grouped by structure: those above containing an aryl methoxy group (eight)
| compound | NPR2 activator | GC-A act | SIAE primary | ABHD4 inh | UHRF1 MBD2 ctr | TCR CD3 inh | HTRA1 inh | rCAG RNA binder | PRMT1 inh | MBD2 inh |
| --- | --- | --- | --- | --- | --- | --- | --- | --- | --- | --- |
| COC(=O)[C@H]1C[C@H](OC(=O)NCc2ccc(OC)c(OC)c2)[C@@]2(O)CN(S(=O)(=O)c3ccc(C)cc3)CC2[C@H]1C(=O)OC (stereo partly specified) | 4 | 2 | 10 | 1 | -3 | 1 | 3 | -1 | -1 | 0 |
| COc1ccc(C(=O)NNS(=O)(=O)c2ccc(OC)cc2)cc1 | 0 | 2 | 2 | 0 | 3 | -11 | 7 | 1 | -2 | 3 |
| COc1ccc(Cl)cc1C(=O)Nc1nc2ccccc2[nH]1 | -2 | 12 | -5 | -5 | -4 | 4 | -17 | 6 | 4 | -4 |
| COc1ccc(NC(=O)CCCC2CCCCC2)cc1S(=O)(=O)N1CCCCC1 | 2 | -3 | -5 | -2 | 5 | -7 | -7 | 8 | 0 | 4 |
| COc1cccc(-c2nnc(NC(=O)C3CCCCC3)o2)c1 | -7 | -2 | 11 | 1 | -3 | 0 | -3 | 1 | -5 | 0 |
| COc1c2c(c(CCC(=O)O)c3c1C=CC(C)(C)O3)OC(C)(C)C=C2 | 2 | -2 | 6 | 5 | 4 | 9 | -4 | 11 | 0 | 2 |
| COc1ccc2c(c1)c(C(=O)N/N=C/c1ccc(OC)c(OC)c1)c(C)n2C | 3 | -6 | -6 | 1 | 4 | 4 | -9 | -1 | -1 | -4 |
| COc1ccc2[nH]c(C)c(CCNC(=S)Nc3ccccc3OC)c2c1 | -10 | -4 | 4 | -3 | -1 | 3 | 2 | 3 | -6 | -3 |

Not all compounds are listed, so the mix of outcomes need not match the whole.
